TNAP activators – stimulation of alkaline phosphatase TNAP activity – biochemical, luminescent, no phosphate acceptor, uHTS, primary screen (AID 1001) | purified TNAP, luminescent activation assay, no phosphate acceptor; higher activation fold means a stronger effect | activation fold at 20 µM, or EC50 in µM where a hit was titrated | 200,000 compounds, 0.03% hits; in the data active means activation fold from about 3, or a potency from the dose series; inactive means the rest, 99 in 100 with activation fold below about 1.6; further: many of its hits are not listed in these tables
human PMI inhibition – MPI enzyme activity inhibition – biochemical, fluorescence intensity, coupled assay, primary screen (AID 1209); inhibition, % at 20 µM; hits with a dose series show IC50 in µM; 190,000 compounds, 0.42% hits; purified PMI enzyme, coupled fluorescence intensity; higher % means a stronger effect;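 further: plate controls were DMSO vehicle for no effect and wells lacking substrate for full effect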
Large T inhibition – TAg ATPase/helicase activity blockers – biochemical (AID 1903). SV40 large T antigen ATPase/helicase inhibition assay; higher % means a stronger effect. one-dose inhibition, % at 20 µM; IC50 in µM for titrated hits. 310,000 compounds, 0.39% hits; in the data active means a potency from the dose series; inconclusive means inhibition mostly from about 32% at the one dose, without a potency; inactive means the rest, 99 in 100 with inhibition below about 32%; further: strong numbers were not always called active
ER stress rescue – rescue of cells from ER stress-induced death, primary screen, 384-well, CSM14.1, thapsigargin, ATP luminescence (AID 1222). CSM14.1 thapsigargin-induced death rescue, ATP luminescence; higher % means a stronger effect. cellular ATP content (survival), % at 20 µM; hits with a dose series show EC50 in µM. 190,000 tested, under 10 active;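 active means EC50 below 50 µM in the dose-response confirmation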;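 further: death triggered by thapsigargin at about 15 µM added after 2 h compound pretreatment; cell ATP read after overnight thapsigargin exposure of roughly 18 to 22 hours; normalized against plate controls of thapsigargin alone and 5% DMSO vehicle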
Insulin prom up – MIN6 insulin promoter up-regulation. MIN6 insulin promoter-GFP reporter, high-content imaging; stronger effect = higher value. z-score at 5 µM. 190,000 compounds, 0.3% hits;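 active means z-score above 3 at 5 µM with at least 500 cells counted in the well; inconclusive means wells under 500 cells, flagged as cytotoxic or low count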
human PMI inhibitors – MPI inhibition at elevated mannose 6-phosphate – biochemical, fluorescence intensity, high mannose 6-phosphate, primary screen (AID 1220). inhibition, % at 20 µM; hits with a dose series show IC50 in µM. 190,000 compounds, 0.66% hits. recombinant PMI enzyme, coupled fluorescence intensity; higher % means a stronger effect
Salmonella PhoP GFP – inhibitors of PhoP regulon expression, primary screen, Salmonella Typhimurium, GFP reporter (AID 1863); S. Typhimurium PhoP-regulated promoter GFP reporter, 4 h; higher % means a stronger effect; one-dose inhibition, % at 50 µM; IC50 in µM for titrated hits; 300,000 compounds, 0.16% hits;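 active means inhibition over 29.93%, a cutoff 3 SD above the screen mean, later confirmed by dose response; inconclusive means inhibition over 29.93% but no dose response follow-up; inactive means inhibition at most 29.93% or unconfirmed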;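 further: 0% = low Mg2+ inducing control and 100% = high Mg2+ repressing control; strong numbers were not always called active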
West Nile antiviral – West Nile virus antiviral activity, cell-based, CPE readout (AID 1621); West Nile virus-infected cells, CPE inhibition; higher % means a stronger effect; one-dose CPE inhibition, % at 10 µM; IC50 in µM for titrated hits; 290,000 compounds, 0.02% hits; in the data active means a potency from the dose series; inconclusive means CPE inhibition mostly from about 3.7% at the one dose, without a potency; inactive means the rest, 99 in 100 with CPE inhibition below about 2.2%; further: strong numbers were not always called active
RSV CPE inhibition – inhibition of RSV-induced cytopathic effect – HEp-2 cells, primary 10 µM value included (AID 2391); HEp-2 cells, RSV-induced CPE inhibition; higher % means a stronger effect; one-dose CPE inhibition, % at 10 µM; IC50 in µM for titrated hits; 310,000 compounds, 0.13% hits; in the data active means a potency from the dose series; inconclusive means CPE inhibition mostly from about 23% at the one dose, without a potency; inactive means the rest, 99 in 100 with CPE inhibition below about 21%; further: strong numbers were not always called active
Insulin prom up cell count – further read-out of Insulin prom up, marked with its call; cell count; measured here: cytotoxicity, nuclei count;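 total cells summed across four imaged fields per well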
Active calls of the source: *; u = inconclusive; x = not tested or not shown. Unless noted, no stated cut-off is given here; in the data, active means inhibition above about 50%; inactive means the rest.

item	smiles	TNAP activators	human PMI inhibition	Large T inhibition	ER stress rescue	Insulin prom up	Insulin prom up cell count	human PMI inhibitors	Salmonella PhoP GFP	West Nile antiviral	RSV CPE inhibition
1	CC1(C)c2ccccc2N2CCC(=O)NC21/C=C/c1ccco1 (stereo not given)	1	-10%	12%	-0.6%	-0.61	1424	5%	-15%	0.5%	0.5%
2	COCCNC(=O)CSc1cc(-c2ccccc2)c2ccc(OC)cc2n1	1.1	-23%	9%	1.2%	-0.25	1395	-24%	-4%	-0.6%	-2.7%
3	CC(=O)Nc1ccc(-c2nc3ccccc3o2)cc1	x	x	3%	x	x	x	x	3%	-0.5%	4.2%
4	COc1cccc(NC(=O)NCc2ccccn2)c1	x	x	16%	x	x	x	x	-1%	-0.2%	0.7%
5	COc1ccc(OCC(O)CN2CCN(c3ccccc3)CC2)cc1 (stereo not given)	1	-24%	-3%	-2.2%	-0.53	1473	-22%	7%	-0.4%	-0.4%
6	Cc1cc(N2CCOCC2)nc(SCC(=O)c2ccccc2)n1	1.1	5%	6%	0.8%	0.08	1066	3%	-4%	-0.3%	1.1%
7	O=C(c1ccco1)N1CCN(C(c2ccccc2F)c2nnnn2CC2CCCO2)CC1 (stereo not given)	1.1	-12%	2%	-5.0%	-0.06	1243	-25%	-3%	-0.1%	1.8%
8	O=[N+]([O-])c1ccc(/C=N/Nc2ccnc3cc(Cl)ccc23)o1	x	x	12%	x	x	x	x	6%	-0.7%	6.4%
9	COCCNC(=O)c1ccccc1NC(=O)CSc1ccc(C)cc1	1.1	2%	4%	-1.0%	-0.22	1645	1%	-11%	-1.1%	6.2%
10	Cc1ccc2nc(SCC(=O)NCc3ccco3)c(C#N)cc2c1	1.2	-2%	1%	x	x	x	-8%	-15%	-0.2%	1.2%
11	Cc1ccc(-c2nc3ncccc3o2)cc1NC(=O)COc1ccccc1	1.1	4%	2%	0.7%	0.74	957	1%	27%	-0.3%	-0.3%
12	COc1ccc(-c2[nH]nc3c2C(c2ccoc2)C(C#N)=C(N)O3)cc1 (stereo not given)	1	11%	19%	3.0%	x	x	19%	7%	0.3%	0.4%
13	C/C(=N\NS(=O)(=O)c1ccc(Br)cc1)c1ccncc1	x	x	10%	x	x	x	x	11%	-0.4%	0.3%
14	O=C(c1cc2cc(F)ccc2[nH]1)N1CCN(C(=O)c2ccco2)CC1	x	x	14%	x	x	x	x	-8%	-0.2%	7.1%
15	Cc1ccccc1-n1c(-c2ccc3ccccc3n2)n[nH]c1=S	x	x	20%	x	-0.14	1459	x	-2%	-0.5%	0.6%
16	CCOC(=O)/C(N=Nc1c(C)n(C)n(-c2ccccc2)c1=O)=C(/O)c1ccccc1	0.8	-70%	14%	-1.1%	0.63	1121	-42%	3%	-0.5%	0.4%
17	COc1ccc(S(=O)(=O)N2CCN(c3ccccn3)CC2)c(OC)c1	x	x	5%	x	x	x	x	-9%	-1.2%	1.6%
18	Cc1cccc(C(=O)NCCC(=O)Nc2ccc(C#N)cc2)c1	x	x	2%	x	x	x	x	5%	-0.7%	0.1%
19	CCn1c(SCC(=O)Nc2ccc(S(=O)(=O)Nc3onc(C)c3C)cc2)nnc1-c1ccccc1	1.1	5%	13%	0.8%	0.3	885	-7%	1%	0.2%	x
20	Cc1cccc(N(CC(=O)NCC2CCCO2)C(=O)CNS(=O)(=O)c2ccc(Cl)cc2)c1 (stereo not given)	x	x	0%	x	x	x	x	13%	-0.7%	1.3%
21	OCCNc1c2ccccc2nc2ccccc12	1.1	10%	13%	-0.2%	-0.13	1408	8%	-13%	0.4%	-1.5%
22	CCn1c(C)cs/c1=N\C(=S)Nc1ccccc1C	0.9	13%	10%	-0.9%	-0.39	1339	0%	1%	-1.4%	3.5%
23	COCCNC(=O)c1ccc2nc(Cc3ccc(OC)c(OC)c3)oc2c1	x	x	10%	x	x	x	x	2%	-0.4%	0.3%
24	COc1ccc(C(=O)N2CCC(C(=O)O)CC2)c2ccccc12	x	x	2%	x	x	x	x	7%	0.0%	0.1%
25	COc1ccccc1NC(=O)NCCC1=CCCCC1	1.1	5%	2%	-1.7%	-0.82	1448	3%	-6%	0.2%	9.2%
26	CCCS(=O)(=O)N1CCCC(C(=O)Oc2ccccc2Cl)C1 (stereo not given)	x	x	32%	x	x	x	x	-1%	0.1%	-0.4%
27	CN1CCN(C(=O)CCC(=O)NCc2ccc(F)cc2)CC1	x	x	3%	x	x	x	x	2%	-0.3%	0.0%
28	COc1ccc(C2CC(c3ccccc3)=NN2C(=O)CSc2ncccn2)cc1 (stereo not given)	1.2	14%	6%	-3.0%	1.6	1001	2%	7%	-0.5%	4.9%
29	COc1ccc(/C(C)=N/Nc2ccc(C(=O)O)cc2)cc1OC	1.1	-77%	10%	-6.6%	0	1385	-152%	1%	0.3%	1.7%
30	COc1ccc(C(=O)NCC(=O)N/N=C/c2ccco2)cc1OC	x	x	2%	x	x	x	x	6%	-0.1%	-0.6%
31	COCc1nnc(NC(=O)CCCOc2ccccc2OC)s1	1.1	-2%	-8%	-0.7%	-0.02	1177	0%	7%	0.4%	0.2%
32	O=c1[nH]c(CN2CCN(Cc3ccc4c(c3)OCO4)CC2)nc2sc3c(c12)CCC3	1.1	7%	x	-3.1%	3.5*	1190*	2%	x	x	x
33	CC1CC(=O)C2=C(C1)Nc1ccccc1N(C(=O)COc1ccccc1)C2c1ccco1 (stereo not given)	1	6%	6%	2.0%	0.09	1261	4%	-4%	0.6%	0.5%
34	COc1ccc(C(=O)SC2=NCCS2)cc1OC	1	-4%	12%	2.2%	0.23	1305	9%	-3%	-0.7%	3.1%
35	O=C(NCCc1ccccc1)c1cc(S(=O)(=O)N2CCCC2)ccc1F	x	x	4%	x	x	x	x	11%	-0.3%	0.4%
36	Cc1ccc(NC2=C/C(=N\S(=O)(=O)c3cccs3)c3ccccc3C2=O)c(C)c1	0.8	0%	9%	-3.2%	u	x	50%*	8%	-0.7%	-2.1%
37	CC1(c2nnc(-c3cccc(Cl)c3)o2)CC(c2ccc(C#N)cc2)=NO1 (stereo not given)	x	x	12%	x	x	x	x	1%	-0.3%	5.7%
38	CCCN(Cc1ccccc1)C(=S)Nc1ccc(F)cc1	1.1	-5%	6%	x	-0.11	1213	-6%	-5%	-1.3%	-2.1%
39	O=C(NCc1nnc(SCc2ccc(C(F)(F)F)cc2)n1-c1ccccc1)C12CC3CC(CC(C3)C1)C2	1	8%	11%	-1.9%	-1.4	1096	5%	1%	-1.5%	4.7%
40	Cc1ccc(S(=O)(=O)N2CCN(C(=S)NCCc3ccccc3)CC2)cc1	1	13%	9%	-0.7%	-0.59	1332	6%	2%	-0.8%	-0.4%
41	Cc1cc(Nc2ccc3c(c2)OCCO3)n2ncnc2n1	1.2	-1%	0%	-0.4%	0.48	1475	-1%	-1%	-0.1%	4.7%
42	Cn1c(SCC(=O)NCc2cccs2)nnc1-c1ccco1	1.1	12%	3%	-0.3%	-0.42	1214	8%	5%	0.2%	-0.1%
43	COc1cc(C2NC(=O)NC(c3ccccc3)=C2C(C)=O)ccc1OCC(=O)O (stereo not given)	1.1	9%	-5%	-2.4%	-1.1	1260	-3%	31%	0.2%	0.2%
44	O=C(c1ccc(F)cc1F)N1CCN(c2ncccn2)CC1	1	-2%	8%	-1.1%	0.28	1655	-2%	-8%	0.3%	0.0%
45	OCCSc1nc2ccccc2n1CCOc1ccccc1	1	12%	0%	-1.3%	x	x	6%	-6%	0.5%	10.0%
46	Cn1cnc([N+](=O)[O-])c1SCC(=O)NN	x	x	22%	x	-0.22	999	x	x	-0.3%	-0.7%
47	CCOc1ccc(-n2c(=S)sc3c(=O)[nH]c(SCC(=O)C(C)(C)C)nc32)cc1	1	-12%	23%	0.3%	-0.01	1162	-17%	5%	-0.3%	1.7%
48	COc1ccc(CN2CCCC(CO)(Cc3ccc(F)cc3)C2)cc1C (stereo not given)	x	x	9%	x	x	x	x	4%	0.1%	0.3%
49	COc1ccccc1NC(=O)C1CCN(C(=O)c2ccc(C(C)(C)C)cc2)CC1	x	x	5%	x	x	x	x	-3%	-1.1%	15%
50	COc1ccc(-c2nc(CN3CCCCC3CCc3ccccn3)c(C)o2)cc1 (stereo not given)	1.1	4%	-2%	-0.4%	x	x	5%	6%	-0.3%	-1.2%
51	COc1cc(-c2nc3ccc4ccccc4c3c3c2CCC3)ccc1O	0.8	14%	10%	-2.0%	-0.16	1273	2%	-3%	0.4%	13%
52	O=C(CN1CCN(c2ccc(F)cc2)CC1)Nc1cc(C(F)(F)F)ccc1Cl	1.1	9%	3%	-2.0%	-0.23	1886	10%	3%	-0.1%	2.7%
53	CCn1cc(C(=O)OCC(=O)NCc2ccc3c(c2)OCO3)c(=O)c2ccc(C)nc21	1	4%	8%	-0.9%	-0.23	838	-2%	-9%	-1.0%	3.5%
54	O=C(O)C1C2C=CC(C3CC23)C1C(=O)N1CCc2ccccc21 (stereo not given)	1.1	2%	25%	0.6%	1.3	1591	-3%	-5%	0.1%	x
55	CCCCCCn1c(SCC(=O)OC)nc2c1c(=O)[nH]c(=O)n2C	1	54%*	12%	-1.8%	-0.58	1901	7%	1%	0.3%	1.8%
56	CCC1CCCCN1C(=S)NC(=O)c1cccc([N+](=O)[O-])c1 (stereo not given)	x	x	14%	x	x	x	x	-7%	0.9%	-0.2%
57	CN(C(=O)CCNC(=O)Cn1cnc2ccccc2c1=O)c1ccccc1F	x	x	2%	x	x	x	x	9%	-1.0%	0.7%

Ordered by value in human PMI inhibition (rising): some entries from above
nr	canonical_smiles	human PMI inhibition
19	CCn1c(SCC(=O)Nc2ccc(S(=O)(=O)Nc3onc(C)c3C)cc2)nnc1-c1ccccc1	5%
21	OCCNc1c2ccccc2nc2ccccc12	10%
51	COc1cc(-c2nc3ccc4ccccc4c3c3c2CCC3)ccc1O	14%

This is a random part of the collection. Share with any hit: about 1.5%.
